M5 ag: agonists of human muscarinic M5 receptor (CHRM5) | AID 624037 | P08912 | CHO-K1 hM5 cells, Fluo-8 calcium fluorescence; 0% DMSO wells, 100% maximal acetylcholine response | actives 0.19% (n = 360,000) | activation, % at 3 µM;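 active = activation above the run's mean over test compounds plus 3 SD, cut at about 23% in these data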;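 also: signal is peak over basal fluorescence ratio across the kinetic read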
M4 antag: antagonists of human muscarinic M4 receptor (CHRM4) | P08173 | CHO-hM4 cells, ACh EC80, Fluo-8 calcium fluorescence | inhibition, % at 3 µM | actives 0.73% (n = 360,000);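 active = inhibition above its plate's cutoff, the mean inhibition of sample wells plus 3 SD, cut at about 27% in these data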;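 also: 0% = acetylcholine EC80 with DMSO and 100% = DMSO without agonist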
CRFR2-BP ag: agonists of human CRF-binding protein/CRF-R2 receptor complex | HEK293 CRF-R2/CRF-BP, calcium dye fluorescence (FLIPR); percent of saturating CRF peptide response | activation, % at 13.2 µM | actives 0.46% (n = 350,000) | AID 588473;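 active = activation of at least 50%, plus an integration ratio under a set limit after plate pattern correction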;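 also: plate controls were neutral control wells without compound for no effect and CRF at EC100 for full effect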
CHRM4 agonist: agonists of human muscarinic M4 receptor (CHRM4). P08173. CHO-K1 hM4/Gqi5, Fluo-8 calcium fluorescence; vehicle 0%, full acetylcholine response 100%. AID 624127. activation, % at 3 µM. actives 0.14% (n = 360,000);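 active = activation above the run mean over all test wells plus 3 SD, cut at about 32% in these data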;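 also: peak over basal fluorescence ratio per well then scaled between controls; 0% = DMSO wells and 100% = acetylcholine at EC100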
M5 antag: blocks acetylcholine activation of human M5 receptor; AID 624040; inhibition, % at 3 µM; CHO-hM5 cells, Fluo-8 calcium fluorescence, ACh EC80; actives 0.59% (n = 360,000);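 active = inhibition above a per-plate cutoff, the mean of that plate's test compounds plus 3 SD, cut at about 27% in these data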;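 also: 0% = acetylcholine EC80 with DMSO and 100% = DMSO without agonist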
IDE inh: inhibits human insulin-degrading enzyme in HEK cells; FAbetaB cleavage, fluorescence polarization; AID 434962; P14735; inhibition, % at 5.59 µM; actives 0.41% (n = 320,000);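 active = percent inhibition above the average of all tested compounds plus 3 SD, set per screening campaign, cut at about 16% in these data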;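 also: IDE supplied by intact live HEK cells; FP after avidin binding of uncleaved biotin substrate so inhibition keeps polarization high; 0% = DMSO wells and 100% = 60 µM reference IDE inhibitor Ii1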
Target sequence (P14735 whole entry, looked up): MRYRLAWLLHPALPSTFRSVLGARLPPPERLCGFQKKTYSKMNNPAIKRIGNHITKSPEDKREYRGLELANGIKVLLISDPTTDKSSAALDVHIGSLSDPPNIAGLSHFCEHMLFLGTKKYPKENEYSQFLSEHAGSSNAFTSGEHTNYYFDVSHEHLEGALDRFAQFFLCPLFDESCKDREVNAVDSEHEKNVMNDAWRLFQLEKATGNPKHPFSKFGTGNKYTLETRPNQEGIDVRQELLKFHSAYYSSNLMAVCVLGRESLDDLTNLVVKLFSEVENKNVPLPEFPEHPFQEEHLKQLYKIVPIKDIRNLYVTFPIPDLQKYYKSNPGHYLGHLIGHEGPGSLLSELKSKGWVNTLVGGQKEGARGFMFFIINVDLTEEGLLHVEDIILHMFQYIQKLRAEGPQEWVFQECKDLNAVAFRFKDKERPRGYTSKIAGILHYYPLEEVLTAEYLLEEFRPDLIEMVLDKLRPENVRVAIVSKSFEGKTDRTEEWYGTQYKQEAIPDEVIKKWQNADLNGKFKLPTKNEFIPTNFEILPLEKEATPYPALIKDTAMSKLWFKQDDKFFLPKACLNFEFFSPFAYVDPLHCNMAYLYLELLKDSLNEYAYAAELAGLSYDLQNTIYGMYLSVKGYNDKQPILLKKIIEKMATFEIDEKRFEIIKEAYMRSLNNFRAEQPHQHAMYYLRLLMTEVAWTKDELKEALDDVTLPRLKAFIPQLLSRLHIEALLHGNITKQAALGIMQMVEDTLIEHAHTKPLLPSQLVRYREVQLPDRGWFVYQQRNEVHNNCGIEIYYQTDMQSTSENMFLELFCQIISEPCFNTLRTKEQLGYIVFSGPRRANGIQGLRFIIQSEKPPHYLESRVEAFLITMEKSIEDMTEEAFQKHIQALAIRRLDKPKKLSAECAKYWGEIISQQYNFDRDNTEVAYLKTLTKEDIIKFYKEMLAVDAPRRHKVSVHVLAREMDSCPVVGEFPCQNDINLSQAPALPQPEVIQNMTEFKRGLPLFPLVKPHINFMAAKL
CRFBP-R2 block: blocks CRF-induced signaling of the CRF-BP/CRF-R2 complex; HEK293 CRF-R2/CRF-BP, CRF-induced calcium fluorescence; inhibition, % at 11.8 µM; actives 0.59% (n = 350,000);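 active = inhibition of the ligand-induced calcium signal above about 50% at the single tested concentration, limit read from the data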
M5 PAM: CHRM5 positive allosteric modulation. CHO-K1 hM5, Fluo-8 calcium, ACh EC20 PAM; 0% = ACh EC20, 100% = ACh EC100. activation, % at 3 µM. actives 0.3% (n = 360,000);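 active = activation above the run cutoff, the mean activation of all test compounds plus 3 SD, cut at about 18% in these data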
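System: CHO-K1 hM5 cells. Reagent: acetylcholine, EC20 level. Compound dosing: single dose, 3 µM nominal final test concentration. Timing: Post-acetylcholine fluorescence recording 140 s. Detection: Fluo-8 calcium fluorescence. Read-out: % activation, ACh-normalized. Benchmarks: ACh EC20 and EC100 wells. Repeats: singlicate, one well per test compound.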
CHRM4 PAM: CHRM4 positive allosteric modulation | CHO-K1 hM4/Gqi5, Fluo-8 calcium fluorescence, ACh EC20; 0% = ACh EC20, 100% = maximal ACh | activation, % at 3 µM | actives 0.4% (n = 360,000);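 active = activation above its plate's cutoff, the mean activation of sample wells plus 3 SD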; also: some results filed as inactive read as strong as hits
* = called active by the depositor.

Sample of the layout (6 entries):
What do the screens show for `COCC(=O)N(C)c1nnc(-c2ccccn2)s1`?
M5 ag: -3; M4 antag: -8; CRFR2-BP ag: -0.7; CHRM4 agonist: 1; M5 antag: -3; IDE inh: -4; CRFBP-R2 block: 0; M5 PAM: -1; CHRM4 PAM: 5

Results for Cc1ccnc(NC(=S)N2CCN(c3cccc(C(F)(F)F)c3)CC2)c1 ?
M5 ag: -5; M4 antag: -10; CRFR2-BP ag: -0.3; CHRM4 agonist: 5; M5 antag: 1; IDE inh: 5; CRFBP-R2 block: -42; M5 PAM: -5; CHRM4 PAM: -7

What do the screens show for `Cc1ccc(-n2nc3ccc(NC(=S)NC(=O)/C=C/c4ccco4)cc3n2)cc1`?
M5 ag: 4; M4 antag: 4; CRFR2-BP ag: 3.2; CHRM4 agonist: 2; M5 antag: -7; IDE inh: 2; CRFBP-R2 block: 0; M5 PAM: 1; CHRM4 PAM: 3

How did COc1ccc(C(=O)NCCNC(=O)c2cnccn2)cc1OC do in these assays?
M5 ag: -2; M4 antag: 5; CRFR2-BP ag: 0.9; CHRM4 agonist: 1; M5 antag: 5; IDE inh: -1; CRFBP-R2 block: -3; M5 PAM: 0; CHRM4 PAM: 1

What do the screens show for `CN(c1ccc(C(=O)O)cc1)S(=O)(=O)c1ccccc1`?
M5 ag: 1; M4 antag: 5; CRFR2-BP ag: 1.0; CHRM4 agonist: 1; M5 antag: 2; IDE inh: 2; CRFBP-R2 block: 1; M5 PAM: -2; CHRM4 PAM: 1

How did CC(=O)Nc1ccc(N/C=C/C(=O)c2ccc(Br)cc2)cc1 do in these assays?
M5 ag: -11; M4 antag: -2; CRFR2-BP ag: -0.8; CHRM4 agonist: 1; M5 antag: -1; IDE inh: -1; CRFBP-R2 block: 8; M5 PAM: 5; CHRM4 PAM: -2

Main list, from the first entry:
What do the screens show for `COCC(=O)N(C)c1nnc(-c2ccccn2)s1`?
M5 ag: -3; M4 antag: -8; CRFR2-BP ag: -0.7; CHRM4 agonist: 1; M5 antag: -3; IDE inh: -4; CRFBP-R2 block: 0; M5 PAM: -1; CHRM4 PAM: 5

Results for Cc1ccnc(NC(=S)N2CCN(c3cccc(C(F)(F)F)c3)CC2)c1 ?
M5 ag: -5; M4 antag: -10; CRFR2-BP ag: -0.3; CHRM4 agonist: 5; M5 antag: 1; IDE inh: 5; CRFBP-R2 block: -42; M5 PAM: -5; CHRM4 PAM: -7

What do the screens show for `Cc1ccc(-n2nc3ccc(NC(=S)NC(=O)/C=C/c4ccco4)cc3n2)cc1`?
M5 ag: 4; M4 antag: 4; CRFR2-BP ag: 3.2; CHRM4 agonist: 2; M5 antag: -7; IDE inh: 2; CRFBP-R2 block: 0; M5 PAM: 1; CHRM4 PAM: 3

How did COc1ccc(C(=O)NCCNC(=O)c2cnccn2)cc1OC do in these assays?
M5 ag: -2; M4 antag: 5; CRFR2-BP ag: 0.9; CHRM4 agonist: 1; M5 antag: 5; IDE inh: -1; CRFBP-R2 block: -3; M5 PAM: 0; CHRM4 PAM: 1

What do the screens show for `CN(c1ccc(C(=O)O)cc1)S(=O)(=O)c1ccccc1`?
M5 ag: 1; M4 antag: 5; CRFR2-BP ag: 1.0; CHRM4 agonist: 1; M5 antag: 2; IDE inh: 2; CRFBP-R2 block: 1; M5 PAM: -2; CHRM4 PAM: 1

How did CC(=O)Nc1ccc(N/C=C/C(=O)c2ccc(Br)cc2)cc1 do in these assays?
M5 ag: -11; M4 antag: -2; CRFR2-BP ag: -0.8; CHRM4 agonist: 1; M5 antag: -1; IDE inh: -1; CRFBP-R2 block: 8; M5 PAM: 5; CHRM4 PAM: -2

Results for Cc1cccc(C)c1OCCCN1CCCC1 ?
M5 ag: 4; M4 antag: 4; CRFR2-BP ag: 3.6; CHRM4 agonist: 1; M5 antag: 9; IDE inh: 6; CRFBP-R2 block: 2; M5 PAM: -4; CHRM4 PAM: 1

How did O=C(c1ccc([N+](=O)[O-])cc1)N1CCSC1c1ccc(Cl)cc1 (stereo unspecified) do in these assays?
M5 ag: -2; M4 antag: -7; CRFR2-BP ag: -0.5; CHRM4 agonist: 1; M5 antag: -9; IDE inh: 2; CRFBP-R2 block: 11; M5 PAM: -4; CHRM4 PAM: 1

Results for CCCS(=O)(=O)NC(=O)C1(C)CCN(C(=O)c2cc(C)on2)C1 (stereo unspecified) ?
M5 ag: 2; M4 antag: -4; CHRM4 agonist: 0; M5 antag: -3; M5 PAM: 2; CHRM4 PAM: 6

Results for CCOc1ccc(CNCCCSc2ncccn2)cc1OC ?
M5 ag: -7; M4 antag: 0; CRFR2-BP ag: -0.8; CHRM4 agonist: 0; M5 antag: 8; IDE inh: 2; CRFBP-R2 block: 1; M5 PAM: -4; CHRM4 PAM: -2

What do the screens show for `CCC(c1nnc(SCC(=O)Nc2ccc(N3CCOCC3)cc2)n1Cc1ccccc1)N(C)C` (stereo unspecified)?
M5 ag: 3; M4 antag: -17; CRFR2-BP ag: 0.3; CHRM4 agonist: 0; M5 antag: -1; IDE inh: 2; CRFBP-R2 block: 14; M5 PAM: 2; CHRM4 PAM: 9

What do the screens show for `CC(C)(C)NC(=O)C1c2ccccc2OCC(=O)N1CCCN1CCOCC1` (stereo unspecified)?
M5 ag: 1; M4 antag: -4; CHRM4 agonist: 0; M5 antag: -9; M5 PAM: 1; CHRM4 PAM: 17

What do the screens show for `Nc1nccnc1C(=O)OCC(=O)NCCc1ccc(Cl)cc1`?
M5 ag: 3; M4 antag: 8; CRFR2-BP ag: 1.8; CHRM4 agonist: 1; M5 antag: 5; IDE inh: -2; CRFBP-R2 block: -6; M5 PAM: -2; CHRM4 PAM: 0

Results for CC1(C(=O)NS(=O)(=O)c2cccc(OC(F)F)c2)CCN1C(=O)COc1ccc(Cl)cc1 (stereo unspecified) ?
M5 ag: -1; M4 antag: -1; CHRM4 agonist: 0; M5 antag: 7; M5 PAM: -2; CHRM4 PAM: 1

What do the screens show for `CCOC(=O)N1CCN(C(=O)c2ccccc2N(C)S(C)(=O)=O)CC1`?
M5 ag: 2; M4 antag: 6; CRFR2-BP ag: 1.0; CHRM4 agonist: 0; M5 antag: 3; IDE inh: 9; CRFBP-R2 block: -12; M5 PAM: -3; CHRM4 PAM: 3

What do the screens show for `CCN(CC)C(=O)/C(NC(=O)c1ccccc1)=C(/Sc1ncccn1)c1ccccc1`?
M5 ag: -1; M4 antag: -6; CRFR2-BP ag: -1.2; CHRM4 agonist: 2; M5 antag: 8; IDE inh: 9; CRFBP-R2 block: 0; M5 PAM: -3; CHRM4 PAM: 0

How did CSc1ccccc1C(=O)C1CCCN(C(=O)CCN2CCCO2)C1 (stereo unspecified) do in these assays?
M5 ag: -3; M4 antag: -9; CRFR2-BP ag: -3.6; CHRM4 agonist: 2; M5 antag: -10; IDE inh: 1; CRFBP-R2 block: -2; M5 PAM: -1; CHRM4 PAM: 0

What do the screens show for `COC(=O)n1c(=O)oc2cc(S(=O)(=O)N3CCCCC3)ccc21`?
M5 ag: 5; M4 antag: 2; CRFR2-BP ag: 0.7; CHRM4 agonist: 4; M5 antag: 0; IDE inh: -2; CRFBP-R2 block: -15; M5 PAM: -5; CHRM4 PAM: 4

How did COc1cccc(OC)c1OC(=O)C1CC(=O)N(c2ccc3c(c2)OCCO3)C1 (stereo unspecified) do in these assays?
M5 ag: 3; M4 antag: -27; CRFR2-BP ag: 0.3; CHRM4 agonist: 15; M5 antag: -6; IDE inh: 5; CRFBP-R2 block: 1; M5 PAM: 9; CHRM4 PAM: 9

What do the screens show for `C#CCNC(=O)C1=C[C@@H](C2CC2)C[C@@H](OCc2ccc(CO)cc2)O1`?
M5 ag: 4; M4 antag: 7; CRFR2-BP ag: 2.1; CHRM4 agonist: 1; M5 antag: 11; IDE inh: -1; CRFBP-R2 block: 21; M5 PAM: 0; CHRM4 PAM: -2

How did CCN(CC)CC#CCC(O)(c1ccccc1)c1ccccc1 do in these assays?
M5 ag: -16; M4 antag: 32*; CRFR2-BP ag: 2.4; CHRM4 agonist: 4; M5 antag: 29*; IDE inh: 3; CRFBP-R2 block: -13; M5 PAM: -35; CHRM4 PAM: -25

How did COc1ccc(C(=O)NOCc2ccccc2)cc1 do in these assays?
M5 ag: 3; M4 antag: -18; CRFR2-BP ag: -1.7; CHRM4 agonist: 3; M5 antag: -7; IDE inh: 5; CRFBP-R2 block: 5; M5 PAM: 17; CHRM4 PAM: 22

What do the screens show for `O=C(COc1ccccc1)NCC(=O)N/N=C/C=C/c1ccccc1`?
M5 ag: -2; M4 antag: 3; CRFR2-BP ag: 0.3; CHRM4 agonist: 0; M5 antag: -7; IDE inh: -2; CRFBP-R2 block: 10; M5 PAM: 6; CHRM4 PAM: 12

How did CN(Cc1ccccc1)C(=O)c1ccc(NC(=O)Cc2ccc(NC(=O)C3CCCN(C(=O)c4ccccc4)C3)cc2)cc1 (stereo unspecified) do in these assays?
M5 ag: 1; M4 antag: -1; CRFR2-BP ag: -0.7; CHRM4 agonist: 1; M5 antag: 15; CRFBP-R2 block: -14; M5 PAM: -9; CHRM4 PAM: 0

Results for CC=Cc1cc(OC)c2c(c1)C(C)C(c1ccc(O)c(OC)c1)O2 (stereo unspecified) ?
M5 ag: 2; M4 antag: -10; CRFR2-BP ag: -1.4; CHRM4 agonist: 0; M5 antag: -9; CRFBP-R2 block: 22; M5 PAM: 14; CHRM4 PAM: 6

What do the screens show for `CCN(CC)CCNC(=O)c1c(O)c2c([nH]c1=O)CCCC2`?
M5 ag: 0; M4 antag: 9; CRFR2-BP ag: 0.0; CHRM4 agonist: 2; M5 antag: 0; IDE inh: -1; CRFBP-R2 block: 3; M5 PAM: 3; CHRM4 PAM: 7

Results for CCCC(=O)OCCn1c(Br)nc2c1c(=O)[nH]c(=O)n2C ?
M5 ag: 0; M4 antag: 4; CRFR2-BP ag: -1.1; CHRM4 agonist: 3; M5 antag: 3; IDE inh: -4; CRFBP-R2 block: 19; M5 PAM: -2; CHRM4 PAM: 10

Results for CCn1cc(C(=O)O)c(=O)c2cc(F)c(N3CCN(C(=S)NC(=O)c4cccc(C)c4)CC3)cc21 ?
M5 ag: 1; M4 antag: 0; CRFR2-BP ag: 0.8; CHRM4 agonist: 0; M5 antag: 14; IDE inh: 2; CRFBP-R2 block: 0; M5 PAM: -3; CHRM4 PAM: -9

How did Cc1ccc(C)c(C(=O)CSc2nnnn2C(C)C)c1 do in these assays?
M5 ag: -1; M4 antag: 10; CRFR2-BP ag: -1.7; CHRM4 agonist: 0; M5 antag: 0; IDE inh: -1; CRFBP-R2 block: 6; M5 PAM: 0; CHRM4 PAM: -7

Results for CCOc1ccc(N(CC(=O)Nc2ccc(C)cc2)S(=O)(=O)c2c(C)noc2C)cc1 ?
M5 ag: 0; M4 antag: -5; CRFR2-BP ag: 0.2; CHRM4 agonist: -1; M5 antag: 9; IDE inh: 4; CRFBP-R2 block: 7; M5 PAM: -1; CHRM4 PAM: 4
